# Source: PubChem (several laboratories)
# GSK3beta inhib: human GSK3beta kinase inhibition; P49841; GST-GSK3beta kinase, ADP-Glo luminescence, 60 min; active compounds read low; activity score (negative = inhibition), % at 10 µM; actives 0.038% (n = 300,000); AID 2097;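 active means more than half of replicate wells score below -50%, meaning over 50% inhibition versus plate controls; inconclusive means some replicates but at most half score below -50%; inactive means no replicate scores below -50%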;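 further: 0% = median DMSO wells and -100% = median GW8510 positive control wells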
# Target sequence (P49841 whole entry, looked up): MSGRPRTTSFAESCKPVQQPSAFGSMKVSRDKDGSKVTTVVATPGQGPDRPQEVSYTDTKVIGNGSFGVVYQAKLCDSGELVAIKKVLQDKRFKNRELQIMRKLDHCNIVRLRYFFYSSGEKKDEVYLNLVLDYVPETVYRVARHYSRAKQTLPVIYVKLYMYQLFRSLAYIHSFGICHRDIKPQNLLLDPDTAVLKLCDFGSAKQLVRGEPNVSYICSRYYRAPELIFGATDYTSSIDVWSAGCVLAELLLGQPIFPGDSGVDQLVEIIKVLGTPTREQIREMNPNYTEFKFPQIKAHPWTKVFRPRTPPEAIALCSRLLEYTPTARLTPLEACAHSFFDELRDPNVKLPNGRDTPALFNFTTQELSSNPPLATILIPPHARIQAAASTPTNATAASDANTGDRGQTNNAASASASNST
#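 Test system: GST-tagged human GSK3beta kinase, cell-free; evaluation: activity score scaled between in-plate DMSO and GW8510 controls; measured by: ADP-Glo luminescence; incubation: 60 min reaction, RT; benchmarks: DMSO and 20 µM GW8510; reagent: peptide substrate plus 25 µM ATP (final); medium: Tris/MgCl2 kinase buffer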
# HIF activator: HIF pathway transcriptional activation | actives 0.32% (n = 300,000) | activation, % at 7.5 µM (by protocol) | U2OS HRE-luciferase reporter, luminescence; normalized: DMSO 0%, desferrioxamine 100%;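 active means mean activation of at least 10% of the iron chelator positive control signal, with at least half of replicates also reaching 10%; inconclusive means mean and replicate majority disagree about reaching 10%; inactive means mean and most replicates under 10%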
# AI-2 QS modul: modulates the Vibrio harveyi AI-2 quorum sensing system; Vibrio harveyi JMH597 AI-2 luminescence/OD600 ratio, 9 h; active compounds read low; strain lacks LuxN and CqsS sensors; 0 = neutral-control median; activity change, % at 7.5 µM; actives 0.4% (n = 300,000); AID 2094; in the data active means activity change below about -75%, passing the limit was not always enough; inconclusive means no clear call, values can overlap the other calls;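 further: luminescence divided by OD600 gain over 9 h not by final OD600 alone; inactives centre near 13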
# GSK3 alpha inh: inhibitors of human GSK-3 alpha kinase; P49840; ADP-Glo luminescence, 60 min; inhibition, % at 10 µM; actives 0.1% (n = 320,000);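 in the data active means inhibition above about 50%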;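 further: GST-tagged GSK-3 alpha with peptide substrate and 25 µM ATP; 0% = DMSO neutral wells and 100% = GW8510 positive control wells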
# Target sequence (P49840 whole entry, looked up): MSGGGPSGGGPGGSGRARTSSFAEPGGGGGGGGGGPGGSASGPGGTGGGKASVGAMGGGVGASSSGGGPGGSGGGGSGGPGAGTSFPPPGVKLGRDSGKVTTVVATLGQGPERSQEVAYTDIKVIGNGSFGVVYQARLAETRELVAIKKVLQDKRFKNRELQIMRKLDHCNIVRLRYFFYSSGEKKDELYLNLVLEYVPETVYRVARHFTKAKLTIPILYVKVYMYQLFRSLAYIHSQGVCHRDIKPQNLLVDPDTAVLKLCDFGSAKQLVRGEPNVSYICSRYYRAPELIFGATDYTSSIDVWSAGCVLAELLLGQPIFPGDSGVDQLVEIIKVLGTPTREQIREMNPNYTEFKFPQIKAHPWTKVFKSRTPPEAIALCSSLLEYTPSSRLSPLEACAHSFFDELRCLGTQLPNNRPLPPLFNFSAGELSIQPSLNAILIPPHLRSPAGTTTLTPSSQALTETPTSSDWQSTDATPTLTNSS
# aSyn UTR inh: 5' untranslated region of α-synuclein, MLPCN primary screen. inhibition, % (tested at 7.5 µM). actives 0.82% (n = 300,000). alpha-synuclein 5'UTR reporter, inhibitor activity; in the data active means inhibition above about 60%; inconclusive means no clear call, values can overlap the other calls;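 further: H4 neuroglioblastoma cells stably carrying SNCA 5'UTR luciferase fusion; 0% = DMSO wells and 100% = positive control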
# IEC-6 tox: kills IEC-6 intestinal cells in KLF5 counter-screen; IEC-6 cytotoxicity, luminescence viability; inhibition, % at 5 µM; actives 0.78% (n = 290,000); AID 1825; in the data active means inhibition above about 22%;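 further: 0% = plate median of test compound wells and 100% = cytotoxic reference compound wells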
# HSP90 refold inh: HSP90 refolding inhibition in rabbit reticulocyte lysate; luciferase refolding luminescence, 3 h; inhibition, % at 5.6 µM; actives 0.91% (n = 290,000); AID 1789;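 active means inhibition above the screen-wide mean plus 3 SD, computed separately per campaign, cut at about 16% in these data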;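 further: 0% = DMSO wells and 100% = 60 µM geldanamycin wells; inhibitors lower the luminescence because luciferase stays unfolded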
# HSF1 inhib: HSF1 inhibition; NIH3T3-HGL HSE-luciferase, MG132-induced, luminescence 8 h; active compounds read low; activity change, negative = inhibition, % at 7.5 µM (by protocol); actives 0.77% (n = 300,000);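 active means more than half of replicate wells show activity change below -50%, luminescence cut by over half; inconclusive means some wells, but at most half, below -50%; inactive means no replicate well below -50%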;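 further: luciferase reports HSF-1 transcriptional activity via heat shock element; 0% = median of DMSO wells and -100% = zero luminescence signal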
# KLF5 inhibitor: inhibitors of KLF5 expression | AID 1700 | actives 0.23% (n = 290,000) | DLD-1 KLF5 promoter-luciferase reporter, luminescence | inhibition, % at 5 µM;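 active means inhibition above a per-plate limit of that plate's mean compound inhibition plus 3 SD, cut at about 60% in these data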;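 further: 0% = DMSO wells and 100% = LY294002 at 200 µM; higher means less KLF5 promoter-driven luciferase light; inactives centre near -14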
# HSF-1 act: increases HSF-1 driven luciferase reporter signal; activation, % at 9 µM; actives 1.7% (n = 300,000); NIH3T3-HGL HSF-1 luciferase reporter, MG132, 8 h; 100% = twice DMSO control signal;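 active means mean replicate activation of at least 50% with a set share of replicates each reaching 50%; inconclusive means only one of those two conditions met; inactive means mean below 50% and too few replicates reaching it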;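 further: 0% = median of the neutral control wells and 100% = twice that signal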
# * marks the source's active call; other numbers are inactive results; ? = inconclusive; nt = not tested or not shown.
SMILES,GSK3beta inhib,HIF activator,AI-2 QS modul,GSK3 alpha inh,aSyn UTR inh,IEC-6 tox,HSP90 refold inh,HSF1 inhib,KLF5 inhibitor,HSF-1 act
COc1ccccc1NC(=O)C(Cc1ccc(Cl)cc1)c1nn[nH]n1 (centres undefined),1,-0.6,22,-5,-14,3,6,0,-11,11
COc1cc(C)c(C)cc1S(=O)(=O)N1CCCc2ccccc21,-4,-1.1,1,-2,12,10,3,2,-1,-15
CC(C)[C@H](NC(=O)N1CC(=O)Nc2ccccc21)C(=O)Nc1nccs1,0,0.4,20,1,12,-1,-3,2,-2,5
CCN(CC)S(=O)(=O)c1ccc(C(=O)OCC(=O)c2ccc3c(c2)NC(=O)CO3)cc1,1,-0.2,18,0,30,-1,-1,nt,-23,nt
COc1cccc(NC(=O)CN(C)C(=O)Cn2[nH]c(=O)c3ccccc3c2=O)c1,nt,0.2,nt,0,27,nt,nt,-6,nt,-3
c1ccc(Cc2nc(-c3ccccn3)no2)cc1,0,1.3,-48,-3,-98,1,2,3,-71,29
Cn1cnnc1SCc1ccc(C(=O)N/N=C(\CCC(=O)O)c2ccc(C(C)(C)C)cc2)cc1,nt,nt,nt,-4,nt,-4,-1,nt,-29,nt
Cc1cc(NC(=O)CN2CCN(c3ccc(O)cc3)CC2)no1,2,-0.2,14,nt,-12,3,-3,4,4,41
COc1ccccc1N(Cc1ccccc1)S(=O)(=O)c1cccc(C(=O)Nc2ncccc2C)c1,-2,-0.7,-4,0,6,nt,nt,-4,nt,4
Cc1nnc(NC(=O)CSc2nnc3c(n2)[nH]c2ccc(Br)cc23)s1,0,-0.7,16,1,18,-2,0,-2,6,15
Cc1nc2cc(NC(=O)c3ccc(Br)s3)ccc2s1,4,1.3,2,-3,-83,8,0,34,-129,56*
CC(C)(C)N=C1NN=C(c2ccc(S(=O)(=O)N3CCCCC3)cc2)CS1,5,0.3,5,-3,-5,nt,nt,-4,nt,12
CSC1=NC(C)N2C(SC)=NC(C)N12 (centres undefined),0,-0.2,5,0,-9,2,2,6,1,0
COc1ccc(CNC(=O)C2CCN(S(=O)(=O)N3CC(C)CC(C)C3)CC2)cc1 (centres undefined),0,0.3,12,-4,15,4,-3,11,-21,35
CCCc1cc(=O)[nH]c(SCC(=O)N(CC)c2c(N)n(Cc3ccccc3)c(=O)[nH]c2=O)n1,0,-0.2,4,-1,3,nt,nt,0,nt,-7
COc1ccc(N/C=C/C(=O)c2ccc(Oc3ncccn3)cc2)cc1,0,0.1,7,-1,-17,4,0,1,6,-3
CC(=O)Nc1cccc(OCC(=O)/C=C2\N(C)c3ccccc3C2(C)C)c1,-3,-0.2,36,-1,-25,6,4,-13,-8,-8
COC(=O)c1cc(Br)ccc1-c1ccc(/C=N/n2nnnc2N)o1,-2,0.0,7,0,?,3,-1,-8,-2,-17
CSc1nnc(-c2sc(-c3ccccc3)nc2C)n1C,1,0.2,6,-1,-34,6,4,2,-10,12
Cc1ccccc1C(=O)Nc1ccc(S(=O)(=O)N2CC(C)OC(C)C2)cc1 (centres undefined),3,0.1,38,0,-14,2,4,1,-29,-4
O=[N+]([O-])c1ccc(-c2cc(-c3ccc(Cl)cc3)n[nH]2)cc1,4,3.2,17,-4,-75,-6,-3,12,-62,26
COc1cc(/C=N/NC(=O)CC(=O)NC2CCCCC2)ccc1O,5,0.6,18,-1,-11,7,-1,-2,7,-2
CC(C)(C)c1ccc(OCCC(=O)NC2=NCCS2)cc1,1,0.5,18,0,-22,-1,0,-3,13,-1
CSc1ncc(C(=O)Nc2cccc(Cl)c2)c(C)n1,7,-0.1,-1,-1,-7,-2,1,6,-25,4
Cc1cccc(OCC(=O)N2CCCc3ccccc32)c1,3,nt,14,-1,nt,-8,-2,nt,-44,nt
# Carrying on:
SMILES,GSK3beta inhib,HIF activator,AI-2 QS modul,GSK3 alpha inh,aSyn UTR inh,IEC-6 tox,HSP90 refold inh,HSF1 inhib,KLF5 inhibitor,HSF-1 act
COc1ccc(N=CC2=C(O)CC(C)(C)CC2=O)cc1OC,-2,-0.7,-40,-1,-4,0,-1,7,-51,1
CCCCOc1ccc(/C=C/C(=O)OCC(=O)NC(=O)NCC(C)C)cc1OCC,0,-0.7,-4,-1,-9,-10,-4,7,6,2
CCCOC(=O)/C(C(N)=NCc1ccccc1)=C(\O)OCCC,2,0.2,23,-4,-7,-3,2,-1,-6,12
COc1ccc(CCNC(=O)COc2ccc(-c3ccc(C#N)cc3)cc2)cc1,0,0.2,23,1,-11,0,-1,2,-4,28
CSCC(=O)NC1CCCc2c1cnn2-c1cc(F)cc(F)c1 (centres undefined),0,0.0,-2,3,-8,1,-1,-11,-12,-12
O=C1NC(Nc2ccccn2)(C(F)(F)F)C(=O)N1c1ccc(F)cc1 (centres undefined),-1,-0.5,24,-2,11,-2,1,-7,-49,-4
COc1ccc(CCNC(=O)CSC2=NS(=O)(=O)c3ccccc3N2)cc1OC,3,0.0,35,-1,12,nt,nt,-6,nt,-6
CCCCOC(=O)c1ccc(NC(c2ccc(C)cc2)P(=O)(OC)OC)cc1 (centres undefined),-10,-0.6,4,3,-3,-3,-2,9,-41,25
CC1CCN(c2oc(Cc3cccc4ccccc34)nc2C#N)CC1,-5,-0.2,27,-3,29,-3,3,7,-17,10
CCn1c(C(C)C)n[nH]c1=S,-1,-0.7,5,3,9,0,1,-12,-30,-4
NC1=NC(c2cccc(Cl)c2)N(CCc2ccc(F)cc2)C(N)=N1 (centres undefined),-1,-1.2,14,2,4,-8,-2,5,-36,7
CC(=O)c1sc(NC(=O)C(C)(C)C)nc1C,-2,-0.1,11,-1,-21,-6,3,-2,-24,4
Cc1ccc2nc(SCC(=O)c3ccc(O)cc3O)[nH]c2c1,-2,3.2,11,0,-220,-2,-4,17,-31,23
CCOc1ccc2nc3ccc4[nH]onc4c3c2c1,1,0.8,33,0,12,3,-1,5,-28,29
CCC(C)Nc1nc(N)c([N+](=O)[O-])c(Nc2cc(OC)ccc2OC)n1 (centres undefined),-37,-0.6,20,44,97*,6,3,6,6,2
CC1(C)CC(=O)C2=C(C1)OC(N)=C(C#N)C2C#Cc1ccccc1 (centres undefined),1,3.3,-18,5,-33,5,8,22,-27,78*
CCC(c1nnnn1C(C)(C)C)N1CCN(C(=O)c2ccco2)CC1 (centres undefined),-1,0.0,36,-1,5,4,-3,-2,-20,24
Nc1nnc(SCC(=O)Nc2ccc(N3CCOCC3)cc2)s1,-22,-1.9,13,0,5,nt,nt,-1,nt,5
C[C@]12C(=O)N(c3cccc(Cl)c3)C(=O)N1[C@H]1c3ccccc3OC[C@@H]1[C@H]2c1ccccc1,5,-1.4,21,3,5,4,2,-4,-19,-6
Cc1cccc2cc(CN(CCN3CCOCC3)C(=O)NCc3ccccc3)c(=O)[nH]c12,0,-0.3,5,-1,-12,-1,-2,-9,-19,-13
CCC1CCc2sc(C(=O)O)cc2C1 (centres undefined),1,65*,65,-2,0,9,1,-4,12,9
O=C(c1cc2ccccc2c(=O)o1)N1CCCC1,2,-0.7,6,-1,7,1,2,2,-20,-6
CC(=O)OCCN1CCN(C(=O)CN2C(=O)NC(c3ccccc3)(c3ccccc3)C2=O)CC1,2,-20,4,1,3,0,0,-9,-9,31
CC(C)CCNC(=O)c1cccnc1Sc1ccccc1,2,nt,4,4,7,2,-4,4,-13,-5
CCCCn1c(SCC(=O)NCc2ccccc2)nc2ccc(N3CCOCC3)cc2c1=O,-1,0.0,2,-1,2,3,8,-8,-10,-6
# New compounds follow:
SMILES,GSK3beta inhib,HIF activator,AI-2 QS modul,GSK3 alpha inh,aSyn UTR inh,IEC-6 tox,HSP90 refold inh,HSF1 inhib,KLF5 inhibitor,HSF-1 act
COc1ccc(C)cc1NC(=O)COC(=O)c1ccc(OCc2ccc(Cl)cc2Cl)c(OC)c1,-15,-0.2,37,-1,-32,-2,-4,-3,5,0
CC1CCCCC1NC(=O)c1cc2c(s1)CS(=O)(=O)C2 (centres undefined),0,nt,9,-1,9,-6,7,-9,-32,5
O=C(O)c1ccc(NS(=O)(=O)c2ccc(Cl)c(Cl)c2)cc1O,2,0.1,19,-9,0,4,2,3,-14,42
C=CCN(CC=C)S(=O)(=O)c1ccc(C(=O)Nc2nc3c(s2)CCc2ccccc2-3)cc1,0,-0.2,19,5,35,8,3,-8,12,-5
CC(C)c1ccc(NC(=O)CN2CCN(c3ccccn3)CC2)cc1,-1,0.8,40,-3,-12,2,-4,-2,-16,3
Nc1nc(SCC(=O)c2ccc(Br)s2)n[nH]1,2,-0.2,16,-1,-3,-2,1,2,-39,-4
CCOC(=O)c1c(OCCO)noc1N,4,0.3,2,0,7,1,-1,-1,-10,-12
CCOc1ccc(CN2CCC(C(=O)N3CCN(c4ccccc4F)CC3)CC2)cc1OC,-4,-0.2,7,0,-20,-4,4,-5,-30,-6
O=C1c2cccnc2C(=O)N1Cc1ccco1,5,-0.1,19,-1,7,-2,0,7,-2,-2
CCC(=O)NCCc1nc2cc(NC(=O)c3ccco3)ccc2n1C,-1,1.3,5,1,-73,-2,4,1,-48,-4
COc1ccc(C(=O)c2ccc([N+](=O)[O-])cc2)cc1S(=O)(=O)N1CCC(C(=O)O)CC1,-5,-0.2,11,1,-1,-6,1,-3,-52,4
CCCn1c(N2CCN(CC(=O)Nc3ccc4c(c3)OCCO4)CC2)nc2ccccc21,2,-0.2,11,-5,-8,5,-1,3,-4,0
O=C1OC(c2cccs2)=N/C1=C\c1ccc(-c2cccc(Cl)c2)o1,-1,-0.5,27,-2,3,-4,2,-1,-27,-7
O=C(NCC1CCCO1)c1cc(-c2ccccc2F)no1 (centres undefined),2,13*,13,-1,-204,-11,-6,10,-87,28
COc1ccc(C)cc1N(CC(=O)N/N=C/c1ccccc1C(=O)O)S(=O)(=O)c1ccccc1,2,0.1,-8,-3,27,-5,-1,3,11,22
Cc1c(-c2cc[n+]([O-])cc2)oc2ccc(Br)cc2c1=O,-2,1.5,15,4,5,0,-2,3,-18,-5
CN(C)/C=C1\C(=O)N(c2ccc(Cl)cc2)CS1(=O)=O,1,3.2,7,-5,-126,-1,0,15,-82,12
O=C(Oc1ccc(F)cc1C(=O)/C=C/c1cccs1)c1cccc([N+](=O)[O-])c1,-1,0.6,-6,0,-87,11,-1,21,8,36
CCN(CC)c1ccc(C(=O)OCC(=O)Nc2ccc3[nH]c(=O)[nH]c3c2)cc1,-1,-0.1,25,-5,-19,-9,1,-5,-19,7
COc1ccc(C=O)cc1Cn1c(C)cc(C)c(C#N)c1=O,-6,0.5,10,-2,-16,-3,5,1,-30,-8
O=C(N/N=C/c1cccc([N+](=O)[O-])c1)c1ccc(COc2ccccc2-c2ccccc2)cc1,2,-0.9,12,-2,11,2,2,-13,-4,-12
CCOC(=O)c1c(-c2cccs2)csc1NC(=O)CN1CCOCC1,2,-0.4,15,-3,51,4,1,-6,14,16
